Bioassay records as filed in PubChem.
TDP43 rescue = rescues yeast growth from TDP-43 toxicity | TDP-43 expressing yeast growth rescue, BacTiter-Glo, 24 h | Potency, µM (highest dose often 46.1 µM), for the others: top-dose growth rescue (activation), hits mostly activators | 410,000 compounds, 1.8% hits | AID 652104; also: % of control where 0% means no effect; nearly all actives have a fitted effect of over 50% in size
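In this qHTS, compounds that restore growth of yeast expressing TDP-43 appear as activators. Cells (OD600=0.02, galactose medium, raffinose-pregrown) are incubated with compound 24 hr at 30 deg C and growth is quantified by BacTiter-Glo.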
HEK293 tox = cytotoxicity counter-screen for GLP-1 receptor inverse agonists; HEK293 cAMP-luciferase reporter cells, luminescence, 24 h; Potency, µM (series often up to 38.3 µM), without a hit: at the highest dose activity change, negative = inhibition, most hits filed as inhibitors; 410,000 compounds, 0.13% hits;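 also: loss of luciferase light is scored as toxicity; % is scaled to controls: 0 for no effect and ±100 for the full control effect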
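Seeding density was 200 cells/uL; after overnight-length (12 h) culture, 23 nL compounds went on for 24 h at 37 °C. Readout used a luciferase detection reagent, luminescence taken after 12 min at room temperature.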
KB-V1 cytotox = KB-V1 MDR subline cytotoxicity; 400,000 compounds, 3.4% hits; KB-V1 MDR cells viability, CellTiter-Glo, 72 h; Potency, µM (top dose mostly 46.1 µM), for the others: at the top dose activity change, negative = cytotoxicity, usual class: cytotoxic; AID 1347076; also: % is scaled to controls: 0 for no effect and ±100 for the full control effect; nearly all actives have a fitted effect of over 60% in size
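qHTS viability screen in drug-selected KB-V1 MDR cells: 72 h compound treatment at 37 degrees C, ATP luminescence end point.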
HT1080NT lethal = kills 2HG-producing HT-1080-NT fibrosarcoma cells | 360,000 compounds, 1.6% hits | Potency, µM (highest dose often 46.1 µM), inactives show at the highest dose activity, negative = less viability, most hits filed as cytotoxic | HT-1080-NT fibrosarcoma viability, CellTiter-Glo ATP luminescence, 48 h | AID 686970;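 also: NT is the 2HG producing partner of a matched IDH1 knockdown line; 0% = DMSO-treated cells and -100% = media-only wells without cells; nearly all actives have a fitted effect of over 55% in size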
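Compounds were tested in concentration-response format on HT-1080-NT cells for 48 hours at 37 degrees C. Cell viability came from CellTiter-Glo luminescence; curves were classified by r2, response magnitude and activity.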
GLP1R inv ag = acts as inverse agonist at human GLP-1 receptor. P43220. HEK293 GLP-1R CRE-luciferase, luminescence, 24 h; GLP-1R form is constitutively active. Potency, µM (top dose mostly 38.3 µM), inactives show top-dose activity change, negative = inhibition, hits mostly inhibitors. 410,000 compounds, 1.6% hits. AID 624417; also: % is scaled to controls: 0 for no effect and ±100 for the full control effect; nearly all actives have a fitted effect of over 55% in size
Target sequence (P43220 whole entry, looked up): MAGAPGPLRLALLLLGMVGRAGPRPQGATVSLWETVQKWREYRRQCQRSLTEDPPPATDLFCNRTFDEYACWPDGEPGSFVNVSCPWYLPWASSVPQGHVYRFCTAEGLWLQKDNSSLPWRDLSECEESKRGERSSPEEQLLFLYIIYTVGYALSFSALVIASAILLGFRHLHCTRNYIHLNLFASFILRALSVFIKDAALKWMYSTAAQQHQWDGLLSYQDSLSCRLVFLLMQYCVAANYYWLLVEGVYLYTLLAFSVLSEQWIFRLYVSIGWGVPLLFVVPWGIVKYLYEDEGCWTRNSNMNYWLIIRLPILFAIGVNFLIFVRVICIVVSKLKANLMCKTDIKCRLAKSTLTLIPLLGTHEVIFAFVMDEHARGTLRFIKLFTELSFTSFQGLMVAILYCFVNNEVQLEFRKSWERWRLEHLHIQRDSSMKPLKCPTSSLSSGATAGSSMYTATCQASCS
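Assay principle: reduced luminescence from a cAMP-responsive reporter in HEK293 cells co-expressing a constitutively active GLP-1R. Conditions: 24 hr compound incubation, 37 deg C, 5% CO2.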
HT1080 IDH1KD tx = toxicity to HT-1080 IDH1 knockdown cells (counter line); AID 686971; HT-1080 IDH1 knockdown viability, ATP luminescence, 48 h; Potency, µM (top dose mostly 46.1 µM), for inactives: top-dose activity, negative = toxicity, actives largely listed as cytotoxic; 360,000 compounds, 2% hits;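 also: 0% = DMSO wells and -100% = cell-free medium wells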
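After a 2 h attachment period, IDH1KD HT-1080 cells took pin-transferred compound for 48 h at 37 °C; ATP-based luminescence after 10 min room-temperature reagent incubation reported viability.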
KB-3-1 tox = kills parental KB-3-1 adenocarcinoma cells; KB-3-1 viability, CellTiter-Glo ATP luminescence, 72 h; Potency, µM (highest dose often 46.1 µM), inactives show at the highest dose activity change, negative = cytotoxic, most hits filed as cytotoxic; 400,000 compounds, 1.4% hits; also: % is scaled to controls: 0 for no effect and ±100 for the full control effect; nearly all actives have a fitted effect of over 60% in size
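Cells are dispensed, compounds pinned in, plates held at 37 °C for 72 h, then CellTiter-Glo is added and luminescence read after 10 minutes. Cell line: parental KB-3-1 in phenol-red-free DMEM, 10% FBS.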
SW480 rerep = induces DNA re-replication in SW480 colon adenocarcinoma cells; Potency, µM (highest dose often 46.1 µM), for the others: top-dose re-replication activation, actives largely listed as activators; SW480 DNA re-replication, Hoechst DNA content imaging, 48 h; 340,000 compounds, 1.8% hits; AID 624297; also: % of control where 0% means no effect; nearly all actives have a fitted effect of over 55% in size
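Compounds, transferred as 23 nL by pin tool, were incubated with cells for 48 hr; DNA content per nucleus was then quantified by Hoechst staining and fluorescence plate imaging.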
GLP1R ag = agonists of human GLP-1 receptor | P43220 | HEK293 GLP-1R CRE-luciferase, luminescence, 4-6 h; cells express a hypersensitive GLP-1R form | Potency, µM (series often up to 45.6 µM), for the others: at the highest dose activation, hits mostly activators | 380,000 compounds, 0.007% hits | AID 624172; also: % of control where 0% means no effect
An asterisk follows results filed as active; ? = inconclusive; nt = no result given; & = joins results of further samples; [ ] = another dose, or the depositor's remark. Calls follow the shape of the dose curve; as a rule, active = well fitted curve in the direction sought with a large enough effect; inconclusive = small, poorly fitted or top-dose-only effect, or another doubt; inactive = no such curve, though single readings can be large; an effect the other way counts as inactive or inconclusive. Potency is read from the fitted curve at half-maximal effect.

The line under a structure holds: TDP43 rescue	HEK293 tox	KB-V1 cytotox	HT1080NT lethal	GLP1R inv ag	HT1080 IDH1KD tx	KB-3-1 tox	SW480 rerep	GLP1R ag
1: CSc1nnc(SCC(=O)NC(=O)c2ccccc2)s1
    9%	2%	-2%	10%	5%	13%	-13%	-1%	-9%
2: Cc1c(C(=O)c2ccc(N(C)C)cc2)c2ccccn2c1CCC#N
    22%	-25%	-24%	-4%	-14%	-19%	-1%	-2%	?
3: C#Cc1ccc([C@H]2C=C(C(=O)NC3CC3)O[C@@H](OCC)[C@@H]2CCCO)cc1
    -1%	2%	13%	-4%	5%	0%	7%	-35%	1%
4: CC(C)(C)c1ccc(C(=O)NC(Cc2c[nH]c3ccccc23)C(=O)OCC(=O)c2ccc(Cl)cc2)cc1 (configuration not stated)
    2%	-9%	7%	nt	?	nt	15%	nt	nt
5: COc1cc(/C=C/C(=O)O)cc(OC)c1OC
    8%	2%	2%	14%	-1%	4%	0%	15%	-5%
6: O=C(CNC(=O)N1CC(=O)Nc2ccccc21)NCc1cccc(Cl)c1
    8%	-3%	?	10%	0%	13%	-4%	-31%[inhibitor]	6%
7: O=C(CSc1nnc(CNC(=O)c2c(F)cccc2Cl)o1)Nc1ccc2c(c1)OCCO2
    -16%	-3%	3%	-2%	-13%	-3%	-8%	-1%	2%
8: O=C(Nc1cccc(-c2ccc(N3CCOCC3)nn2)c1)c1ccc(Cl)cc1
    25%	1%	-19%	6%	5%	1%	?	-3%	-5%
9: CCOC(CCn1c(SCC(=O)NC2CCCC2)nc2ccccc2c1=O)OCC
    13%	-11%	?	4%	1%	-12%	4%	-5%	1%
10: Cc1ccc(SCc2ccc(C(=O)Nc3cc([N+](=O)[O-])ccc3C)cc2)cc1
    -9%	2%	-26%	?	-6%	-15%	23%	?	-1%
11: Cc1ccc(S(=O)(=O)C(CNC(=O)C(=O)NCCc2ccccc2)c2cccs2)cc1 (configuration not stated)
    4%	0%	10%	nt	-12%	nt	-9%	nt	nt
12: CC(=O)c1ccc(N2CCN(C(=O)c3cc(S(=O)(=O)N4CCOCC4)ccc3C)CC2)cc1
    -21%	12%	-6%	2%	14%	1%	11%	-3%	-4%
13: CCOc1cccc2sc(NC(=O)c3ccc(Br)s3)nc12
    24%	-1%	-20%	8%	23%	11%	-24%	-1%	-3%
14: COc1ccc(S(=O)(=O)n2c([N+](=O)[O-])cnc2C)cc1OC
    -15%	-5%	30%	16%	17%	17%	-9%	-2%[9.22 µM]	-2%
15: CC1CCCC(C)N1c1ccc(S(=O)(=O)N2CCOCC2)cc1Cl (configuration not stated)
    -7%	-3%	?	-19%	?	-27%	-5%	?	21%
16: CCN(CC)CCNC(=O)CCn1nc(-c2ccc(Cl)cc2)ccc1=O
    3%	-5%	3%	6%	-14%	16%	2%	-8%	-1%
17: COC(=O)CNC(=O)c1cc(OC)cc(OC)c1
    16%	8%[0.307 µM]	7%	7%	-4%[0.307 µM]	7%	11%	-2%	7%
18: Cc1ccc(S(=O)(=O)N2CCOCC2)cc1NC(=O)COC(=O)Cn1c(C)csc1=O
    -17%	2%	28%	3%	14%	-1%	-3%	2%	-6%
19: O=C(CCc1ccccc1)OCCN1CCOCC1
    -2%	-9%	14%	17%	5%	18%	16%	-14%	-2%
20: c1cc(CNCCNCc2ccncc2)ccn1
    -6%	6%	?	0%	-2%	-1%	-9%	7%	0%
21: O=c1cc(O)c(-c2cccc(C(F)(F)F)c2)c(Cl)[nH]1
    -3%	0%	-7%	-3%	5%	-3%	-7%	-5%	-1%
22: COc1ccc(-c2nnc(SCC(=O)c3ccc(O)cc3O)o2)cc1
    -13%	-1%	18%	19%	15%	10%	-3%	-7%	8%
23: CCCCN(C)CCNS(=O)(=O)c1ccc2c(c1)n(C)c(=O)c(=O)n2C
    25%	-8%	?	-6%	-12%	-10%	9%	-14%	14%
24: O=C(Nc1nc(-c2ccccc2)ns1)c1ccncc1
    ?	-1%	2%	3%	20%	3%	-4%	22%	-1%
25: Cc1ccc(S(=O)(=O)NCCCCCC(=O)Nc2ccccn2)cc1
    -16%	-18%	?	1%	-19%	-4%	-8%	-7%	-2%
26: NNC(=O)c1csc(CS(=O)(=O)c2ccc(Cl)cc2)n1
    5%	-8%	12%	17%	7%	14%	1%	-43%[inhibitor]	5%
27: O=C(CNC(=O)c1ccccc1)OCc1cc(=O)n2nc(C3CCCCC3)sc2n1
    13%	4%	-13%	nt	16%	nt	0%	nt	nt
28: O=C(OCc1cccc([N+](=O)[O-])c1)c1cccnc1Cl
    8%	-1%	0%	10%	28%	29%	3%	-7%	25%
29: N#Cc1c(-c2ccccc2)oc(=O)c2ccccc12
    18%	5%	17%	15%	10%	9%	4%	3%	-5%
30: CC(=O)Nc1ccc(CN(C)c2c(C)nc3ccc(C(=O)N4CCN(C(=O)c5ccco5)CC4)cn23)cc1
    0%	-6%	-2%	8%	10%	0%	7%	nt	-3%

Record cards, from the list above. Screens in order: TDP43 rescue	HEK293 tox	KB-V1 cytotox	HT1080NT lethal	GLP1R inv ag	HT1080 IDH1KD tx	KB-3-1 tox	SW480 rerep	GLP1R ag
Cc1c(C(=O)c2ccc(N(C)C)cc2)c2ccccn2c1CCC#N is entered as 22%	-25%	-24%	-4%	-14%	-19%	-1%	-2%	?
COc1cc(/C=C/C(=O)O)cc(OC)c1OC is entered as 8%	2%	2%	14%	-1%	4%	0%	15%	-5%

Going on with the list:
The line under a structure holds: TDP43 rescue	HEK293 tox	KB-V1 cytotox	HT1080NT lethal	GLP1R inv ag	HT1080 IDH1KD tx	KB-3-1 tox	SW480 rerep	GLP1R ag
31: COc1cc(C(=O)Nc2cc(C(F)(F)F)ccc2Cl)cc(OC)c1OC
    7%	2%	21µM*	-2%	0%	-8%	21%	-6%	4%
32: COc1ccc(Cc2nc3ccc(C(=O)NCc4ncc(C)[nH]4)cc3o2)cc1OC
    5%	11%	4%	-2%	37%[activator]	-7%	3%	15%	1%
33: O=C(COc1cccc(C(F)(F)F)c1)NCC(c1ccco1)N1CCCC1 (configuration not stated)
    10%	-7%	22%	-1%	?	-11%	-1%	-2%	1%
34: CCc1cccc(NS(=O)(=O)c2ccc(-n3cccn3)cc2)c1
    ?	4%&-8%	-8%&-3%	?	?	-22%	?	?	8%&-3%
35: O=C(CC12CC3CC(CC(C3)C1)C2)N1CCCOC1
    0%	-4%	-8%	0%	-7%	-3%	6%	-16%	12%
36: CC(C)(C)OC(=O)C[C@@H]1C/C=C\C[C@@H](CC(=O)NCCO)C(=O)N[C@H](C(C)(C)C)COC1=O
    8%	3%	-8%	13%	13%	15%	2%	-12%	-3%
37: O=C(Cn1cnc2c(nnn2-c2ccccc2)c1=O)NCc1ccc(F)cc1
    6%	-2%	1%	-27%	2%	?	-8%	18%	-4%
38: COc1ccc(-c2noc(=O)n2Cc2ccc(C#N)cc2)cc1
    17%	-8%	3%	7%	6%	-11%	-1%	3%[9.22 µM]	-3%
39: CCc1ccc(NC(=O)COc2ccc(F)cc2C(=O)c2cnn(-c3ccccc3)c2)cc1
    20%	-11%	?	-11%	7%	-1%	?	?	12%
40: CCc1cccc2c(C(=O)COC(=O)C3=NNC(=O)CC3)c[nH]c12
    2%	14%	-1%	-7%	15%	2%	?	-8%	3%
41: COc1ccccc1C(=O)Nc1cccnc1
    -6%	-2%	8%	28%	9%	?	3%	-4%	9%
42: COc1ccc(OC)c(/C=N/NC(=O)CC(=O)NCc2ccccc2)c1
    ?	0%	?	2%	27%	4%	14%	-51%[inhibitor]	3%
43: COc1cccc(N2CCN(C(=O)c3cc4c(OC)c(OC)c(OC)cc4[nH]3)CC2)c1
    20%	-8%	12%	-5%	-12%	0%	2%	-10%	7%
44: OC[C@@H]1CN(Cc2cccc3ccccc23)C[C@H](n2cnc3c(NCc4ccco4)ncnc32)O1
    8%	-21%	?	?	?	?	-8%	nt	9%
45: CC(C)NC(=O)c1cc2c(-c3ccc(Cl)cc3)nn(C)c2s1
    10%	10%	-9%	0%	5%	-1%	6%	-3%	1%
46: CCOC(=O)C1=C(CCl)NC(=O)NC1c1ccc2c(c1)OCO2 (configuration not stated)
    5%[1.82 µM]	2%	-44%	?	-19%	?	?	?	11%
47: COC(=O)C1CCN(C2CN(Cc3ccc([N+](=O)[O-])cc3)S(=O)(=O)C2)CC1 (configuration not stated)
    11%	5%	14%	7%	24%	13%	0%	nt	0%
48: O=C(Cc1ccc(Br)cc1)N1CCN(C(=O)c2ccccc2)CC1
    19%	-23%	-29%	13%	-2%	4%	2%	-6%	-3%
49: CCN(CC)c1ccc(NC(=O)Cn2cc3c(n2)CCC(C)C3)c(C)c1 (configuration not stated)
    12%	-1%	?	-2%	?	-18%	?	0%	-4%
50: CNc1nc2ccccc2n1N
    14%	-11%	0%	16%	12%	21%	13%	1%	1%
51: CCOCCCn1c(=N)c(C(=O)NCC2CCCO2)cc2c(=O)n3cccc(C)c3nc21 (configuration not stated)
    11%	nt	2%	nt	11%	nt	4%	nt	-3%
52: CC1(C)CC(=O)C2=C(C1)c1c(ccc3ccccc13)NC2c1cc([N+](=O)[O-])cc([N+](=O)[O-])c1O (configuration not stated)
    ?	?	8%	-29%	?	?	-13%	-2%	-3%
53: COC(=O)c1ccc(/C=N/NC(=O)C(=O)NCC2CCCO2)cc1 (configuration not stated)
    -3%	-1%	-15%	20%	-4%	14%	7%	0%	-5%
54: COC(=O)C1=C[C@@H](C(=O)OC)[C@@H]2C3=C(C(=O)[C@@]2(C)NC(=O)c2ccccc2)[C@H](C)C(C(=O)OC)=C(C(=O)OC)[C@@H]3C1
    27%	-11%	6%	13%	6%	10%	30%	-7%	1%
55: COc1ccc(OC)c(S(=O)(=O)N/N=C(/C)c2c[nH]c3ccccc23)c1
    -7%	1%	-14%	-21%	27%	-18%	-2%	-5%	3%
56: Cc1ccc(-c2cc3cccc[n+]3cc2-c2ccc(C)cc2)cc1
    -24%	2%	-20%	?	17%	?	4.6µM*	-11%	-11%

The order is random; any-hit rate near 9.4%.
